Source: PubChem
ATXN2 expr inh: inhibitors of ATXN2 expression | Potency, µM (highest dose often 57 µM), for the others: at the top dose activity change, negative = inhibition, usual class: inhibitors | AID 1745845 | actives 0.72% (n = 360,000) | HEK-293 ATXN2-luciferase reporter, luminescence, 24 h; further: potency means the concentration at half of the fitted maximal effect; on the % scale 0 is the no-effect control and ±100 the full control effect; nearly all actives have a fitted effect of over 55% in size
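ATXN2-luciferase reporter cells (luciferase flanked by upstream and downstream ATXN2 gene portions) were treated 24 h at 37 °C with compounds at up to 57 uM. SteadyGlo luminescence gave expression; GF-AFC fluorescence gave viability.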
IL1B secr inh: blocks inflammasome-driven IL-1 beta release. AID 743279. THP-1 LPS/ATP IL-1B secretion, AlphaLISA, 16 h; hits give low values. actives 4.7% (n = 360,000). activity change, % at 57.5 µM; in the data active means activity change below about -50%; inconclusive means mostly about -30% to -49%; further: on the % scale 0 is the no-effect control and ±100 the full control effect
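THP-1 cells pretreated 1 hr with compounds (up to 57.5 uM final), then stimulated with LPS (250 ng/mL final) plus ATP (1.25 mM final); secreted IL-1B measured by AlphaLISA after 16 hr, decreased signal indicating inhibition.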
KB-V1 MDR tox: KB-V1 MDR subline cytotoxicity; KB-V1 MDR cells viability, CellTiter-Glo, 72 h; Potency, µM (titrated, usually from 46.1 µM), for inactives: at the highest dose activity change, negative = cytotoxicity, actives largely listed as cytotoxic; actives 3.4% (n = 400,000); further: potency means the concentration at half of the fitted maximal effect; on the % scale 0 is the no-effect control and ±100 the full control effect; nearly all actives have a fitted effect of over 60% in size
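Cells of the MDR subline KB-V1 are plated, dosed with compound at multiple concentrations, and incubated 72 h at 37 degrees C; CellTiter-Glo is then added and luminescence read after 10 min.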
KB-3-1 tox: KB-3-1 parental cell cytotoxicity | Potency, µM (titrated, usually from 46.1 µM), for inactives: top-dose activity change, negative = cytotoxic, most hits filed as cytotoxic | KB-3-1 viability, CellTiter-Glo ATP luminescence, 72 h | actives 1.4% (n = 400,000); further: potency means the concentration at half of the fitted maximal effect; on the % scale 0 is the no-effect control and ±100 the full control effect; nearly all actives have a fitted effect of over 60% in size
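Parental KB-3-1 adenocarcinoma cells in phenol-red-free DMEM with 10% FBS were pin-treated with compounds at several concentrations, incubated 72 h at 37 °C, and viability read by CellTiter-Glo luminescence; concentration-effect curves were fitted after normalization.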
HT1080 IDH1KD tx: HT-1080 IDH1 knockdown cell toxicity (counter line) | HT-1080 IDH1 knockdown viability, ATP luminescence, 48 h | Potency, µM (top dose mostly 46.1 µM), for inactives: at the highest dose activity, negative = toxicity, most hits filed as cytotoxic | actives 2% (n = 360,000);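 further: potency means the concentration at half of the fitted maximal effect; 0% = DMSO wells and -100% = cell-free medium wells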
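In this qHTS, HT-1080 cells depleted of IDH1 are exposed for 48 h at 37 °C to compound titrations. Toxicity is scored from CellTiter-Glo luminescence, with DMSO as full viability and medium alone as none.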
MCF10A rereplic: induces DNA re-replication in MCF 10a normal breast cells; Potency, µM (doses to about 46.1 µM), for inactives: at the highest dose activity, positive = re-replication, most hits filed as activators; MCF 10A DNA re-replication, Hoechst nuclear intensity, 48 h; actives 2.9% (n = 350,000); AID 624296; further: potency means the concentration at half of the fitted maximal effect; % of control where 0% means no effect; nearly all actives have a fitted effect of over 50% in size
SW480 rerep: inducers of DNA re-replication in SW480 colon cancer cells. SW480 DNA re-replication, Hoechst DNA content imaging, 48 h. Potency, µM (top dose mostly 46.1 µM), inactives show at the highest dose re-replication activation, hits mostly activators. actives 1.8% (n = 340,000). AID 624297; further: potency means the concentration at half of the fitted maximal effect; % of control where 0% means no effect; nearly all actives have a fitted effect of over 55% in size
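250 cells/well; 23 nL cpd via pin tool; 48 hr, 37 C, 5% CO2; Hoechst 40 min; imager read of total nuclear intensity, ex 405/em 500-530 nm.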
ATXN viability: reduces viability in counter-screen for ATXN expression inhibitors. AID 651635. actives 0.49% (n = 400,000). S2 cells (HEK-293 line with an ATXN2-luciferase reporter) viability, CellTiter-Fluor protease fluorescence, 24 h. Potency, µM (doses to about 56.7 µM), usual class: cytotoxic; further: potency means the concentration at half of the fitted maximal effect; nearly all actives have a fitted effect of over 40% in size
HT1080-NT tox: kills 2HG-producing HT-1080-NT fibrosarcoma cells. HT-1080-NT fibrosarcoma viability, CellTiter-Glo ATP luminescence, 48 h. Potency, µM (doses to about 46.1 µM), for inactives: at the top dose activity, negative = less viability, most hits filed as cytotoxic. actives 1.6% (n = 360,000). AID 686970;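 further: NT is the 2HG producing partner of a matched IDH1 knockdown line; potency means the concentration at half of the fitted maximal effect; 0% = DMSO-treated cells and -100% = media-only wells without cells; nearly all actives have a fitted effect of over 55% in size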
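HT-1080-NT; 750 cells/well; 5% FBS RPMI; 48 h compound, 37 degrees C; CellTiter-Glo luminescence; curve fitting and curve-class assignment.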
* hit, by the source's call; i = inactive; ? = inconclusive; . = no result given; [ ] = another dose, or the depositor's remark. Unless noted, the call rests on the fitted dose curve; in most records, active means well fitted curve in the direction sought with a large enough effect; inconclusive means small, poorly fitted or top-dose-only effect, or another doubt; inactive means no such curve, though single readings can be large; an effect the other way counts as inactive or inconclusive.

Start of the data: the first two records, to show the layout:
mol	ATXN2 expr inh	IL1B secr inh	KB-V1 MDR tox	KB-3-1 tox	HT1080 IDH1KD tx	MCF10A rereplic	SW480 rerep	ATXN viability	HT1080-NT tox
CCCCOc1ccc(C(=O)Nn2c(-c3cccs3)nc3ccccc3c2=O)cc1	2.2%	12.7	-3.6%	-4.6%	-3.5%	5.2%	-2.0%	i	2.6%
COc1ccc(CN2CCNC(=O)C2CC(=O)NCCSc2nccn2C)cc1OC (stereo not given)	.	0.3	17.5%	1.2%	4.4%	13.6%	4.6%	i	3.7%

The listing, from the start:
mol	ATXN2 expr inh	IL1B secr inh	KB-V1 MDR tox	KB-3-1 tox	HT1080 IDH1KD tx	MCF10A rereplic	SW480 rerep	ATXN viability	HT1080-NT tox
CCCCOc1ccc(C(=O)Nn2c(-c3cccs3)nc3ccccc3c2=O)cc1	2.2%	12.7	-3.6%	-4.6%	-3.5%	5.2%	-2.0%	i	2.6%
COc1ccc(CN2CCNC(=O)C2CC(=O)NCCSc2nccn2C)cc1OC (stereo not given)	.	0.3	17.5%	1.2%	4.4%	13.6%	4.6%	i	3.7%
Cc1cc(=O)oc2cc(OCc3cc4c(cc3Cl)OCO4)ccc12	-34.0%	7.7	-13.8%	?	3.0%	27.5%	-2.9%	?	1.5%
CCOC(=O)C1=CN(Cc2cccc(-c3cccnc3)c2)S(=O)(=O)N(C)C1C (stereo not given)	-14.8%	-16.8	1.8%	-12.9%	-4.1%	-3.4%	3.5%[9.22 µM]	i	0.0%
CCC(CC)C(=O)N(C)c1c(C)nc2c(OCc3ccc(Cl)cc3Cl)cccn12	?	?	?	-2.5%	?	.	.	?	?
CC(C)C[C@H](NC(=O)c1[nH]cnc1C(=O)Nc1ccc(Cl)cc1)C(=O)OC(C)(C)C	?	?	?	?	?	2.4%	?	28.2µM*	?
Cc1cc(C)cc(NC(=O)N2CCN(C)c3ncccc32)c1	8.6%	.	5.3%	11.6%	.	.	.	i	.
CN(C(=O)COC(=O)CCCc1c[nH]c2ccccc12)c1c(N)n(Cc2ccccc2)c(=O)[nH]c1=O	3.5%	-0.4	0.0%	5.4%	1.8%	?	-3.4%	i	7.5%
CC(C)c1cc(C(=O)OCC(=O)NC2CC2)c(O)c(C(C)C)c1	.	8.6	-2.1%	7.9%	0.5%	.	.	i	-0.7%
O=C(Nc1ccc2c(c1)OCCO2)C(c1ccccc1)n1c(=O)c(-c2ccco2)nc2ccccc21 (stereo not given)	.	-4.5	-16.7%	0.1%	-13.3%	.	.	.	-17.9%
Cc1ccccc1OCC(=O)Nc1cccc(N(C)S(C)(=O)=O)c1	30.3%	9.4	?	-3.1%	13.5%	3.8%	13.2%	i	1.6%
CC(=O)c1ccc(N2C(=O)[C@@H]3C(CCC(N)=O)NC4(C(=O)Nc5c4ccc(Cl)c5C)[C@@H]3C2=O)cc1 (stereo not given in full)	-10.5%	31.0	2.7%	?	1.6%	-8.5%	-4.0%	i	2.2%
Cc1[nH]nc2c1C(c1ccco1)C(C#N)=C(N)O2 (stereo not given)	7.6%	-10.8	-10.4%	0.2%	-1.2%	2.0%	12.6%	i	-2.4%
CCN1CCN(c2cc(C(C)C)nc3c(-c4ccccc4)c(C)nn23)CC1	?	.	?	-13.3%	16.4µM*	?	-48.1%	?	?
CCCc1nnc(NC(=O)Nc2ccc(OC)cc2)s1	.	-3.1	8.7%	-1.1%	19.4%	-3.5%	1.3%	i	11.9%
CC(C)c1ccc(NC(=O)C2(C)Cc3ccccc3C(=O)O2)cc1 (stereo not given)	18.6%	.	?	-2.3%	.	.	.	i	.
COc1cccc(-c2noc(C(C)n3nc(C)c([N+](=O)[O-])c3C)n2)c1 (stereo not given)	13.2%	-26.5	-15.5%	-2.1%	-18.2%	?	?	i	-5.2%
O=C(Nc1ccc2c(c1)OCO2)c1ccc(S(=O)(=O)NCC2CCCO2)cc1 (stereo not given)	-7.7%	6.8	0.0%	-15.2%	-9.7%	-1.2%	-5.1%	i	4.3%
COc1cc2c(c(O)c1OC)-c1c(cc(OC)c(OC)c1OC)C[C@@H](C)[C@@H](C)C2	1.8%	-10.6	?	3.2%	11.3%	9.5%	-13.1%	?	7.6%
Cc1cccc2cc(CN(Cc3ccco3)C(c3nnnn3CCc3ccccc3)C(C)C)c(=O)[nH]c12 (stereo not given)	-13.6%	0.0	0.9%	?	-2.6%	24.2%	5.0%	?	-1.7%
Cc1ccc(C)c(NC(=O)Cn2c(=O)n(Cc3ccccc3)c(=O)c3oc4ccccc4c32)c1	-2.8%	.	0.0%	8.8%	.	.	.	?	.
COc1ccc(-n2cnnc2SCC(=O)NC2CCCc3ccccc32)cc1 (stereo not given)	-2.9%	0.0	?	-0.3%	-1.9%	?	5.8%	i	4.6%
O=[N+]([O-])c1cccc(S(=O)(=O)N2CCN(S(=O)(=O)N3CCOCC3)CC2)c1	-17.8%	-6.2	1.0%	4.7%	0.1%	-12.1%	-5.8%	i	14.2%
Cc1ccc(CNC(=O)C2CCCN(c3ncnc4c3nc3n4CCCCC3)C2)cc1 (stereo not given)	.	16.8	16.0%	5.7%	-1.1%	19.6%	-41.3%[inhibitor]	i	-0.5%
CCC(C)NC(=O)CO/N=C/c1ccc(C(=O)OC)cc1 (stereo not given)	0.9%	-3.3	-0.9%	-0.2%	4.1%	20.8%	-6.9%	i	5.7%
O=C(CCC1CCCC1)NCc1ccccn1	0.3%	-8.1	17.6%	-2.5%	4.4%	6.0%	-7.5%	i	5.2%
Cc1cc(C(=O)NC2CCCN(Cc3ccccc3F)C2)n[nH]1 (stereo not given)	0.9%	5.2	4.8%	6.5%	7.3%	-1.7%	-4.2%	i	?
CCOC(=O)N1CCN(C(=O)Cc2c(C(=O)O)n(C)c3ccccc23)CC1	-26.9%	0.0	7.0%	10.7%	11.2%	0.1%	-32.2%[inhibitor]	?	1.3%
C=CCn1c(-c2ccc(OC)cc2)nc2nc3ccccc3nc21	38.3%	-5.7	-17.3%	-0.2%	16.8%	-187.7%[0.0737 µM]	0.7%	i	2.5%
O=C1CCC/C(=N/Nc2ccc(Cl)cc2)C1	-9.3%	3.1	8.6%	?	-18.0%	4.1%	?	i	-14.2%
COc1cc(N=Nc2ccc(C)cc2S(N)(=O)=O)c(C)cc1N	32.3%	13.1	2.3%	-5.7%	-22.0%	-36.7%[inhibitor]	-5.7%	?	?
CC(CCc1ccc(O)cc1)N1CCC(Oc2ccc(C(=O)N3CCCC3)cc2)CC1 (stereo not given)	0.3%	-5.6	.	.	0.0%	-2.0%	1.0%	i	0.0%
COc1ccc(S(=O)(=O)N2CCCCC2)cc1C(C)C	-19.5%	0.0	?	-18.5%	0.3%	-0.5%	-3.0%	i	-0.3%
CN(C)CCN1CC(O)=C(c2nc3ccccc3s2)C1=N	-8.0%	-22.7	6.5%	0.4%	-2.9%	18.4µM*	3.0%	i	-6.8%
CCc1nn(-c2ccccc2)c(N)c1C#N	-23.1%	-9.0	1.9%	-7.2%	-2.9%	6.7%	-31.5%[inhibitor]	i	5.1%
Cc1ccc(NC(=O)Cc2c(C(=O)O)c(C)cn2C)cc1Cl	11.0%	.	?	9.6%	.	.	.	i	.
Cn1c(SCC(=O)N2CCCc3ccccc32)nnc1-c1ccccc1	-15.1%	-4.8	?	0.2%	10.1%	-0.4%	-12.4%	i	23.4%
O=C(Cc1ccc(Cl)c(Cl)c1)Nc1ccc2[nH]c(=O)[nH]c2c1	4.1%	16.8	6.4%	1.6%	0.5%	7.9%	-0.3%	i	-10.5%
Cc1ccc(CNC(=O)c2ccc(COc3ccccc3)cc2)cc1	-6.0%	i	-41.2%	-12.7%	-1.0%	4.8%	-2.2%	i	-5.9%
COCCCNC(=S)Nc1ccc(CC(=O)O)cc1	-3.9%	-2.9	4.3%	7.9%	-2.8%	?	?	i	-1.4%
CNS(=O)(=O)c1cc(N)ccc1C	6.8%	-4.2	1.7%	-1.3%	28.2%	-2.1%	0.3%	i	12.0%
O=C(NCCC1=CCCCC1)C(=O)NCc1ccccc1	10.5%	16.9	-20.2%	1.3%	-23.8%	3.5%	-0.8%	i	-19.5%
COc1ccccc1C(=O)Nc1c[nH]c(=O)[nH]c1=O	.	-4.7	-14.6%	-3.0%	-1.1%	8.9%	2.0%	i	-0.9%
COc1ccc(OC)c(NC(=O)Cn2ccc3ccccc3c2=O)c1	8.6%	.	1.7%	?	.	.	.	i	.
CCOc1cc(-c2nc3ccccc3s2)ccc1O	58.2%[activator]	?	?	-17.3%	-10.5%	?	1.84µM*	i	-20.1%
COc1ccc2c(c1)C(c1ccc(Cl)cc1)NC(=O)C2 (stereo not given)	-6.3%	-7.0	-4.6%	-3.9%	0.8%	4.6%	-2.3%	i	-2.9%
CCc1ccc(/C=C2/SC(N3CCOCC3)=NC2=O)cc1	28.3%	-50.3*	11.7%	4.2%	7.3%	-1.6%	-38.1%	i	10.6%
COc1c2c(cc(O)c1C(C)=O)OC(C)(C)C=C2	12.8%	-13.4	-8.7%	-5.2%	1.8%	-39.9%[inhibitor]	8.9%	i	-6.5%
N#CC1=C(N)Oc2cc(N)ccc2C1C1CC=CCC1 (stereo not given)	-28.3%	1.9	6.51µM*	?	?	6.51µM*	16.4µM*	?	?
Cc1cc(=O)n2c(n1)SCOC2	-21.3%	.	-3.3%	0.6%	1.8%	-18.5%	-20.7%	.	11.4%
Cc1cc(OCC(=O)Nc2ccc3c(c2)OCCO3)ccc1Cl	64.7%[activator]	-8.0	-10.4%	-15.0%	-24.3%	1.5%	-6.4%	i	-2.7%
COC(=O)C1=C(N)N(c2ccccc2C(F)(F)F)C2=C(C(=O)CCC2)C1c1ccc2c(c1)OCO2 (stereo not given)	9.5%	-5.2	-22.0%	-20.3%	-12.5%	-4.7%	-1.6%	i	-15.4%
